# Source: PubChem (The Scripps Research Institute Molecular Screening Center)
# CHRM1 agonist: human M1 muscarinic receptor agonists, primary screen, Fluo-8 calcium fluorescence, CHO-K1 cells, HTS; CHO-K1 hM1, agonist mode; 0% DMSO, 100% acetylcholine EC100; activation, % at 3 µM; hit rate 0.33% among 360,000; AID 588814, 2011; Muscarinic acetylcholine receptor M1 (Homo sapiens), P11229;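 active means activation above the run's mean compound activation plus 3 SD, cut at about 16% in these data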;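 further: peak over basal fluorescence ratio within a 140 s kinetic read after compound addition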
# CHO-K1 Ca antag: nonselective inhibitor or artifact in parental CHO-K1 cells. hit rate 0.6% among 360,000. ATP-induced calcium, Fluo-8 fluorescence. inhibition, % at 3 µM;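 active means inhibition above a per-plate cutoff, the plate's mean sample inhibition plus 3 SD, cut at about 24% in these data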;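 further: 0% = DMSO plus EC80 ATP and 100% = DMSO alone without ATP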
# CHRM1 antagonist: human M1 muscarinic receptor antagonists, primary screen, CHO-K1 cells, Fluo-8 calcium fluorescence, 1536-well; Muscarinic acetylcholine receptor M1 (Homo sapiens), P11229; CHO-K1 hM1, ACh EC80 antagonist; inhibition, % at 3 µM; hit rate 1.3% among 360,000; AID 588852, 2011;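 active means percent inhibition above its own plate's cutoff, namely the mean of that plate's compound wells plus 3 SD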;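 further: peak over basal fluorescence ratio during 140 s after agonist addition; 0% = ACh EC80 plus DMSO and 100% = DMSO alone without agonist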
# OXTR potentiator: human OXTR potentiators, primary screen, fluorescence, CHO-OTR cells, Fluo-8 calcium | activation, % at 3 µM | hit rate 0.061% among 320,000 | Oxytocin receptor (Homo sapiens), P30559 | AID 2445, 2010 | Fluo-8 calcium fluorescence, potentiator mode; 0% = oxytocin EC15, 100% = EC100;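 active means activation above that plate's cutoff, the mean activation of tested compounds plus 3 SD, cut at about 6.6% in these data, passing the limit was not always enough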;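 further: 100% uses oxytocin at 75 nM as the full agonist control; some results filed as inactive read as strong as hits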
# Target sequence (P30559 whole entry, looked up): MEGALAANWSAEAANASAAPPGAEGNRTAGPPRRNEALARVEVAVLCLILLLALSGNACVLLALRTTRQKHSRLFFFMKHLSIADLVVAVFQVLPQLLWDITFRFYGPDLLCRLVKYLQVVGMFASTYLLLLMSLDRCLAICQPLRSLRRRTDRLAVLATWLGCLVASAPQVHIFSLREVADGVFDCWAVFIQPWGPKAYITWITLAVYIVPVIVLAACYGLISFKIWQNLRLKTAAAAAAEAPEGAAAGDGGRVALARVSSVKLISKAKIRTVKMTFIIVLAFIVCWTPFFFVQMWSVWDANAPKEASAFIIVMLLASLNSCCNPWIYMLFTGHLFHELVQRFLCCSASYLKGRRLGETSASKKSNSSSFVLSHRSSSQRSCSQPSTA
#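 System: human OTR in CHO cells / Also added: sub-maximal oxytocin, roughly EC15 / Control set: EC15 oxytocin low, 75 nM oxytocin high / Schedule: 6 min compound pre-incubation at room temperature, 100 s kinetic read / Compound: single-point 3.0 µM / Replication: singlicate / Technique: Fluo-8 calcium dye fluorescence / Read-out basis: % activation of max/min ratio relative to oxytocin controls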
# M1 ag parental: counter-screen for M1 agonists: effect in parental CHO-K1 cells; Fluo-8 calcium fluorescence; scaled to maximal ATP response, vehicle zero; activation, % at 3 µM; hit rate 0.48% among 360,000; AID 602248, 2012; in the data active means activation above about 15%;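 further: untransfected CHO-K1 host cells lacking M1 receptor as counterscreen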
# CHRM4 antagonist: human M4 muscarinic receptor antagonists, primary screen, CHO cells, Fluo-8 calcium fluorescence | Muscarinic acetylcholine receptor M4 (Homo sapiens), P08173 | CHO-hM4 cells, ACh EC80 | inhibition, % at 3 µM | AID 624125, 2012 | hit rate 0.73% among 360,000;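 active means inhibition above its plate's cutoff, the mean inhibition of sample wells plus 3 SD, cut at about 27% in these data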;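 further: 0% = acetylcholine EC80 with DMSO and 100% = DMSO without agonist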
# Target sequence (P08173 whole entry, looked up): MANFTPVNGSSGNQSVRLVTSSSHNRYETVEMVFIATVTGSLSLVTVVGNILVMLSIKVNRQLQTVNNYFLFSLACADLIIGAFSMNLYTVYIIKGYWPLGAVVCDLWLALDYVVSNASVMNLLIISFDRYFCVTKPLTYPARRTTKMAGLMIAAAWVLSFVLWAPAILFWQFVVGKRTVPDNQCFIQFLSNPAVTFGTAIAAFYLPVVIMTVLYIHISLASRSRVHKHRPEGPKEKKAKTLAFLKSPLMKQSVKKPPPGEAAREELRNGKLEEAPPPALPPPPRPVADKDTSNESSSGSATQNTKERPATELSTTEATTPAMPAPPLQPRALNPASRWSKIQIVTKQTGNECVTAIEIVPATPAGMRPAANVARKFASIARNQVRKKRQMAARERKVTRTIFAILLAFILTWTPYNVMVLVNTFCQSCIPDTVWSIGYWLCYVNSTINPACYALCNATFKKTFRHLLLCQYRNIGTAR
# CHRM4 agonist: human M4 muscarinic receptor agonists, primary screen, CHO-K1 cells, Fluo-8 calcium fluorescence. Muscarinic acetylcholine receptor M4 (Homo sapiens), P08173. CHO-K1 hM4/Gqi5; vehicle 0%, full acetylcholine response 100%. activation, % at 3 µM. hit rate 0.14% among 360,000;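 active means activation above the run mean over all test wells plus 3 SD, cut at about 32% in these data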;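 further: peak over basal fluorescence ratio per well then scaled between controls; 0% = DMSO wells and 100% = acetylcholine at EC100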
# M1 PAM: human M1 muscarinic receptor positive allosteric modulators, primary screen, CHO-K1 cells, Fluo-8 calcium fluorescence, 1536-well; CHO-K1 hM1, ACh EC20; 0% = ACh EC20, 100% = maximal ACh; activation, % at 3 µM; hit rate 0.088% among 360,000; in the data active means activation above about 19%, passing the limit was not always enough
# CHO parental Ca: ATP-evoked calcium signal inhibitors, parental CHO, primary screen, counter-screen for OX1R antagonist project, cell-based, fluorescence, Fluo-8 calcium dye. AID 463079, 2010. hit rate 0.63% among 330,000. inhibition, % at 5.6 µM. parental CHO-K1, ATP-induced calcium, Fluo-8 fluorescence;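 active means inhibition above that plate's mean sample inhibition plus 3 SD, cut at about 26% in these data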;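 further: 0% = ATP-challenged DMSO wells and 100% = DMSO wells without ATP; some compounds past the cut are filed as inactive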
#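 test system = CHO parental line | reagent = ATP stimulus | measured by = intracellular calcium via Fluo-8 no-wash fluorescent dye | control set = ATP and no-ATP DMSO wells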
# * = called active by the depositor; · = no result given.
# Below each SMILES – CHRM1 agonist, CHO-K1 Ca antag, CHRM1 antagonist, OXTR potentiator, M1 ag parental, CHRM4 antagonist, CHRM4 agonist, M1 PAM, CHO parental Ca
- COC(=O)C1=CO[C@@H](O[C@@H]2O[C@H](CO)[C@@H](O)[C@H](O)[C@H]2O)C2C(CO)=CCC12 (stereo partly drawn)
    -5, -8, 1, 3, 0.2, 3, 0, 7, 2
- C/C=C/c1ccc(OCCCNC)c(OC)c1
    -5, -17, 1, 6, 0.7, 0, 1, 2, -5
- COc1cc([N+](=O)[O-])cc(/C=C2/SC(=S)N(Cc3ccccc3)C2=O)c1O
    38*, 40*, 51*, -25, 37*, 23, 32*, -14, 49*
- CCCCC1=CC2=CC(=O)C(C)(OC(=O)CC)C(=O)C2=CN1C(CO)CO (stereo not drawn)
    -4, -12, -3, 0, 0.1, 4, 1, 5, -13
- Cc1ccccc1Nc1nc(NCc2ccco2)c2ccccc2n1
    -7, 10, 8, -26, 3.2, 0, 5, -4, 11
- COc1cc(/C=N/NC(=O)c2cccnc2)ccc1OC(=O)c1cccc(Br)c1
    2, 0, 19, -14, 13, 10, 22, -9, -1
- C=CCn1c(SCC(=O)/C(C#N)=C(\C)N)nc2sc(C)c(C)c2c1=O
    3, -4, -32, 1, -0.1, -12, 1, 20, -11
- CCOc1cccc2c1OC1(C)CC2NC(=O)N1c1cccc(C(=O)N2CCN(c3ccccn3)CC2)c1 (stereo not drawn)
    -3, -14, -17, -5, 2.0, -4, 4, 13, -14
- Cc1noc(C)c1NC(=O)Nc1cccc2c1O[C@H](CN(C)S(=O)(=O)c1c(C)noc1C)[C@@H](C)CN([C@H](C)CO)C2=O
    -4, -2, 0, -7, -0.2, -9, 0, 4, -5
- CC1=C(C(=O)Nc2ccccn2)C(c2ccc(Cl)cc2)NC(=S)N1 (stereo not drawn)
    -3, 2, -18, -18, -0.3, -12, 1, 5, -4
- Cc1ccc(S(=O)(=O)N2CCC(C(=O)NNC(=O)c3cccnc3)CC2)cc1
    0, -8, -2, -24, 0.3, -7, 2, 6, -3
- CCC1CCC(C(=O)NC(C(=O)Nc2ccc3c(c2)OCCO3)C(C)C)CC1 (stereo not drawn)
    -5, -5, -13, 3, 0.1, 5, 1, 12, -14
- COC(=O)c1ccc(NC(=O)CSC2=Nc3ccccc3C3CC=NN23)cc1 (stereo not drawn)
    -4, -6, 4, -4, 0.5, -1, 2, 3, -13
- CC(=O)N1CCC(=NNc2nc3ccccc3[nH]2)CC1
    -11, -5, -2, -7, -0.3, -6, 1, 0, -33
- CCN(CC)c1ccc(Nc2nc(-c3cccnc3)cs2)cc1
    -8, -12, -10, -14, 0.1, -6, 0, 4, -18
- COc1ccccc1-c1cnc2c(c1)C(=O)N([C@@H](C)CO)C[C@@H](C)[C@H](CN(C)C(=O)c1cccnc1)O2
    -2, -13, -19, ·, 1.5, -5, 6, 4, ·
- CN(C)C(=O)CN1CCN(Cc2cn(C)nc2-c2ccc3c(c2)OCCO3)CC1
    -4, -11, -14, 0, 1.2, 7, 0, 13, -7
- COC(=O)c1ccccc1NC(=O)CCS(=O)(=O)c1ccc(Br)cc1
    -6, -7, -7, ·, 1.5, -1, 2, 8, ·
- O=C(CSCc1ccc([N+](=O)[O-])cc1)NC1CCCCCC1
    -11, -3, -6, -12, 0.6, -1, 0, 1, -3
- CC(C)C(=O)N1CCN(c2nc(-c3ccccc3)c3c(c2C#N)CC(C)(C)OC3)CC1
    -2, -2, -5, 0, 1.5, -5, 0, 9, -26

# Single records, from the list above. Screens in order: CHRM1 agonist	CHO-K1 Ca antag	CHRM1 antagonist	OXTR potentiator	M1 ag parental	CHRM4 antagonist	CHRM4 agonist	M1 PAM	CHO parental Ca
# Shown for COc1cc([N+](=O)[O-])cc(/C=C2/SC(=S)N(Cc3ccccc3)C2=O)c1O = 38*	40*	51*	-25	37*	23	32*	-14	49*
# Shown for COc1ccccc1-c1cnc2c(c1)C(=O)N([C@@H](C)CO)C[C@@H](C)[C@H](CN(C)C(=O)c1cccnc1)O2 = -2	-13	-19	·	1.5	-5	6	4	·
# Shown for Cc1ccc(S(=O)(=O)N2CCC(C(=O)NNC(=O)c3cccnc3)CC2)cc1 = 0	-8	-2	-24	0.3	-7	2	6	-3

# (further entries)
# Below each SMILES – CHRM1 agonist, CHO-K1 Ca antag, CHRM1 antagonist, OXTR potentiator, M1 ag parental, CHRM4 antagonist, CHRM4 agonist, M1 PAM, CHO parental Ca
- O=C(NCCCc1ccccc1)C(=O)NCC1OCCN1S(=O)(=O)c1ccccc1 (stereo not drawn)
    -4, -18, -11, -6, 2.5, 1, 3, 5, -21
- O=c1cc(C(F)(F)F)[nH]c2c(C(F)(F)F)cccc12
    7, 5, 12, -19, 15, -1, 24, -7, 8
- COc1cccc(NC(=S)NC2CC3CCCC(C2)N3CC(C)C)c1 (stereo not drawn)
    -6, -15, 25, -8, 2.3, 5, 1, -14, -15
- COCC(=O)N1CCC(n2nnc3cc(C(F)(F)F)ccc32)CC1
    -5, 13, 1, -7, -0.1, -4, 0, 5, 3
- CCCNC(=O)NC(=O)CN1CCCC1c1ccc2c(c1)OCCO2 (stereo not drawn)
    -6, 19, -4, -2, 2.4, -12, 2, 0, -28
- C=CCOc1c2ccc(C(=O)NCc3ccc(C)cc3)cc2nn1C
    -2, -12, -9, -6, 0.3, -2, -1, 11, -17
- O=C(CN1CCCCC1)c1c[nH]c2ccccc12
    -6, -8, -7, -7, 0.9, 2, 1, 5, 8
- CCOc1ccc(/C=C/C2=CC(C)(C)NC(=S)N2)cc1
    -9, 9, 8, 5, 0.1, 4, -1, -6, -16
- COc1c(/C=C2\SC(=Nc3ccccc3Cl)NC2=O)cccc1[N+](=O)[O-]
    -5, 3, 0, -11, 1.2, 6, 0, -2, -7
- O=C(CSc1cccc[n+]1[O-])Nc1cc(S(=O)(=O)N2CCOCC2)ccc1N1CCOCC1
    -7, -12, -4, 0, 0.5, -2, 0, -1, 0
- CC(=O)OC1COC(N2CCc3cc(Br)c([N+](=O)[O-])cc32)C(OC(C)=O)C1OC(C)=O (stereo not drawn)
    -3, -4, 1, -19, 1.8, 4, 4, -2, -14
- CC1(C(=O)NS(=O)(=O)Cc2ccccc2)CCN1C(=O)CCc1ccccc1 (stereo not drawn)
    -2, -5, -10, ·, 0.4, -2, 0, 9, ·
- O=C(NC1CCSc2ccccc21)c1ccc([N+](=O)[O-])cc1 (stereo not drawn)
    -5, -14, -3, -5, 1.9, -8, 19, 6, -2
- CCN(CC)S(=O)(=O)c1ccc2c(c1)nc(SCC(=O)NCC1CCCO1)n2CC (stereo not drawn)
    -4, 1, -6, 2, 0.5, 10, 1, 2, -12
- COc1ccc(OCC(=O)N/N=C/C=C/c2ccccc2)cc1
    -5, 0, -5, -8, 0.8, 18, 3, 3, 0
- CCOC(=O)c1c(C)[nH]c(C)c1C(=O)COC(=O)/C=C/c1ccc(Cl)cc1
    -8, -7, -3, -11, 5.5, -1, 6, 0, -13
- Cc1ccc(C)c(S(=O)(=O)N2CCN(C(=O)CCNC(=O)c3ccc(Br)cc3)CC2)c1
    -3, -4, -3, -7, 0.8, -1, 4, 1, -28
- CCOC(=O)c1[nH]c2ccc(OCC)cc2c1NC(=O)CN1CCC2(CC1)OCCO2
    1, 2, -26, -10, 1.2, -14, 6, 5, -30
- O=C(O)CCCc1c(-[n+]2ccccc2)[nH]c2ccccc12
    -3, -14, 3, 2, -0.2, -1, 0, 1, -7
- CCCCSc1nc2c(c(C(F)(F)F)c1C#N)CCC2
    -4, -8, -12, -4, 0.3, 1, 0, 10, 4

# Sorted by SMILES length (lowest first): 3 of the compounds above.
# Below each SMILES – CHRM1 agonist, CHO-K1 Ca antag, CHRM1 antagonist, OXTR potentiator, M1 ag parental, CHRM4 antagonist, CHRM4 agonist, M1 PAM, CHO parental Ca
- COc1ccc(OCC(=O)N/N=C/C=C/c2ccccc2)cc1
    -5, 0, -5, -8, 0.8, 18, 3, 3, 0
- O=c1cc(C(F)(F)F)[nH]c2c(C(F)(F)F)cccc12
    7, 5, 12, -19, 15, -1, 24, -7, 8
- CCOC(=O)c1c(C)[nH]c(C)c1C(=O)COC(=O)/C=C/c1ccc(Cl)cc1
    -8, -7, -3, -11, 5.5, -1, 6, 0, -13

# Next section.
# Below each SMILES – CHRM1 agonist, CHO-K1 Ca antag, CHRM1 antagonist, OXTR potentiator, M1 ag parental, CHRM4 antagonist, CHRM4 agonist, M1 PAM, CHO parental Ca
- O=C1c2ccc3c4c(ccc(c24)C(=O)N1NC(=O)C(F)(F)F)CC3
    -2, -21, 0, -1, -0.3, -4, -1, 0, -6
- O/C(=C\c1nc2ccccc2[nH]1)c1cccs1
    -5, -23, -20, -6, 2.0, -4, 3, 15, 0
- Cc1cccc(N2CCN(C(=O)Cc3cn(C)c4ccccc34)CC2)c1C
    -2, -7, -8, -20, 3.6, 0, 0, 10, -7
- NS(=O)(=O)c1ccc2nc(-c3ccccc3)c(-c3ccccc3)nc2c1
    -8, -15, 2, -5, 0.4, -2, 0, -4, -3
- CCOc1ccc(C(=O)Nc2cc(C)on2)cc1OCC
    -2, -6, 4, -5, 0.2, -6, 0, 2, -4
- COc1ccc(C(=O)/C=C/Nc2ccc(S(=O)(=O)Nc3cccc(C(C)=O)c3)cc2)cc1
    -2, 21, 24, -11, 9.6, 22, 13, -13, 36*
- O=C(CCCc1ccccc1)N=C1SC2CS(=O)(=O)CC2N1c1ccccc1F (stereo not drawn)
    -2, -10, -5, -4, 0.3, -14, 2, 7, -4
- COc1ccc(CCNC(=O)/C=C/c2ccc(OC)c(S(=O)(=O)N3CCOCC3)c2)cc1
    -3, -8, -1, -3, 2.8, 1, 8, 1, -9
- O=C(Nc1ccccc1-c1ccccc1)C1CCCCC1
    -8, -13, 0, 4, 3.2, -14, 6, -1, -11
- CCOC(=O)c1sc(NC(=O)CCN2CCN(CC)CC2)c(C(=O)OCC)c1C
    -12, 6, -8, 7, 0.1, -3, 1, 5, -28
- O=c1c2c(n3cnnc3n1C1CCCCC1)-c1ccccc1CC21CCCCC1
    2, -13, -8, -7, -0.2, -3, 2, 11, 0
- CC1=C(C(=O)OCC2CCCO2)C(c2ccc(Cl)c(Cl)c2)NC(=O)N1 (stereo not drawn)
    -7, -1, -4, -2, 0.9, -4, 1, 7, -20
